KDM5B inh: KDM5B demethylase inhibition; Potency, µM (titrated, usually from 57.7 µM), inactives show at the highest dose activity change, negative = inhibition, hits mostly inhibitors; KDM5B demethylase, FDH-coupled NADH fluorescence (FDH is formaldehyde dehydrogenase); 2.6% of 220,000 active; active = well fitted inhibition curve with a large enough effect; inconclusive = small, poorly fitted or top-dose-only effect; inactive = no such curve, though single readings can be large or run the other way; note: 0% is about no effect; nearly all actives have a fitted effect of over 70% in size
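Measured: NADH fluorescence change, 30 min, RT. System: KDM5BΔAP 200 nM final, H3K4me3 peptide, α-KG, Fe(II), ascorbate, NAD⁺ plus FDH, pH 7.5 HEPES. Compounds: titrated, 10 min pre-incubation with enzyme.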
* hit, by the source's call; [ ] = another dose, or the depositor's remark. Potency is the fitted concentration of half-maximal effect. Some of the compounds tested. The share of hits here may be higher or lower than overall.

For CCCc1c(C)nc2c(C)cccc2c1SCC(=O)O the results were KDM5B inh 20%.
Screening COCCNC(=O)c1cnc2c(c1)N(Cc1ccccc1C(F)(F)F)CCC2 returned KDM5B inh 35µM*.
Screening COc1ccc(Cl)cc1-c1ccc2c(c1)C(=O)N1CCN(C(=O)COc3ccccc3)C[C@@H]1C(=O)N2 returned KDM5B inh inconclusive.
Screening O=C(NCc1nnc2ccc(-c3ccccc3)nn12)c1ccc[nH]c1=O returned KDM5B inh 28µM*.
CCCCN(Cc1cc2cc(OC)ccc2[nH]c1=O)C(=O)c1cc(OC)cc(OC)c1 was read as KDM5B inh 3%.
Screening Cc1cccc(NC(=O)c2cc3c(=O)n(Cc4cccnc4)ccc3nc2C)c1 returned KDM5B inh inconclusive.
Cc1csc(N2N=C(c3ccccc3)CC2c2ccc(Cl)cc2)n1 (stereo not drawn) was read as KDM5B inh inconclusive.
COc1ccc(Cl)cc1NC(=O)c1c(NCc2cccnc2)sc2c1CCCC2 was read as KDM5B inh inconclusive.
Screening Cc1cc(C)c(-c2cc(-c3ccccc3)c3ccccc3n2)cc1C returned KDM5B inh -3%.
COC(=O)c1c(NC(C)=O)c2cc(NC3CCCCC3)cnc2n1CC1CCCO1 (stereo not drawn) was read as KDM5B inh inconclusive.
O=C(NCCc1ccc(F)cc1)C1CCCN(c2ccc3nnc(C(F)(F)F)n3n2)C1 (stereo not drawn) was read as KDM5B inh 14%.
`CN(C)c1ccc(CNC(=O)C2CCN(S(=O)(=O)c3ccc4[nH]c(=O)ccc4c3)CC2)cc1` gave KDM5B inh inconclusive.

Overlap with the part before: 3 compounds, then new ones.
COC(=O)c1c(NC(C)=O)c2cc(NC3CCCCC3)cnc2n1CC1CCCO1 (stereo not drawn) was read as KDM5B inh inconclusive.
O=C(NCCc1ccc(F)cc1)C1CCCN(c2ccc3nnc(C(F)(F)F)n3n2)C1 (stereo not drawn) was read as KDM5B inh 14%.
`CN(C)c1ccc(CNC(=O)C2CCN(S(=O)(=O)c3ccc4[nH]c(=O)ccc4c3)CC2)cc1` gave KDM5B inh inconclusive.
Screening COc1ccc(CNC(=O)NCC2Cn3cccc3C(=O)N2C)cc1 (stereo not drawn) returned KDM5B inh 11%.
For O=C(O)CCCC(=O)Nc1ccc(-c2nc3ccccc3o2)cc1 the results were KDM5B inh inconclusive.
CN1C(=O)N(C)C2(CCN(CCc3ccccc3)C2)C1=O (stereo not drawn) was read as KDM5B inh -10%.
For Cc1oc2cc(OCC(=O)NC(C)(C)C)ccc2c(=O)c1-c1ccc(Cl)cc1 the results were KDM5B inh -7%.
Screening CN1CCN(c2cc(=O)c3ccnc(-c4ccccc4O)c3o2)CC1 returned KDM5B inh inconclusive.
`CCc1cccc(CC)c1NC(=O)C1CCCC1` gave KDM5B inh -11%.
Screening Cc1c(Cl)cc(C(=O)NCC2CNCCOC2)cc1Cl (stereo not drawn) returned KDM5B inh -17%.
COc1ccc(Cl)cc1C(=O)NCc1nnc2cc(-c3nc(C)no3)ccn12 was read as KDM5B inh inconclusive.
For COC[C@@H]1CN(C(=O)c2cc[nH]c(=O)c2)C[C@H]1c1ccncc1 the results were KDM5B inh inconclusive.
For Cn1ccnc1CN[C@@H]1CO[C@H](CNC(=O)N2CCOCC2)[C@H]1O the results were KDM5B inh -7%[86.2 µM].
For O=c1cc(CSc2nnc(COc3cccc4ccccc34)o2)c2ccccc2[nH]1 the results were KDM5B inh 0%.
Cc1ccc(CONC(=O)c2ccccc2)cc1 was read as KDM5B inh 23%.

Entries above with a COOH group, in the order listed:
For CCCc1c(C)nc2c(C)cccc2c1SCC(=O)O the results were KDM5B inh 20%.
For O=C(O)CCCC(=O)Nc1ccc(-c2nc3ccccc3o2)cc1 the results were KDM5B inh inconclusive.

Next records follow:
Screening COc1cc(Cl)c(C)cc1NC(=O)NC1COc2ccccc2C1 (stereo not drawn) returned KDM5B inh -24%.
Screening Cc1cc(Br)ccc1NC(=O)c1ccc(NS(=O)(=O)c2c(C)noc2C)cc1 returned KDM5B inh -4%.
For CCOCCCNC(=O)c1cc2cn(C3CC3)cc2s1 the results were KDM5B inh inconclusive.
For CCCNC(=O)N[C@@H]1C[C@H](COc2ccc(S(C)(=O)=O)cc2)[C@@H](O)[C@H]1O the results were KDM5B inh inconclusive.
`CC(OC(=O)CCOc1ccccc1)C(=O)Nc1ccc(S(N)(=O)=O)cc1` (stereo not drawn) gave KDM5B inh 28%.
CC1CCCC(NC(=O)c2cncc(Br)c2)C1 (stereo not drawn) was read as KDM5B inh 9%.
Screening CC(=O)N1CCN(c2ccccc2NC(=O)c2cccc3c(Cl)cccc23)CC1 returned KDM5B inh 16%.
`Cc1ccc(N2CC(c3noc(-c4cnccn4)n3)CC2=O)cc1` (stereo not drawn) gave KDM5B inh 6%.
Screening CC(=O)c1ccc(S(=O)(=O)Nc2ccc(C(=O)NCC(c3ccccc3)N(C)C)cc2)cc1 (stereo not drawn) returned KDM5B inh 3%.
Screening O=CN1CCC(n2cnc3cccnc32)CC1 returned KDM5B inh -25%[115 µM].
Cc1ccccc1C(=O)NC(C(=O)N1CCCC1)C1CCN(C(=O)c2ccc3c(c2)OCO3)CC1 (stereo not drawn) was read as KDM5B inh -15%.
CCOc1ccc(NC(=O)[C@H](Cc2ccccc2)N2Cc3ccccc3C2=O)cc1 was read as KDM5B inh -11%.
Screening Cc1cccc(N=Nc2cnc(N)s2)c1 returned KDM5B inh -15%.
Screening O=C(c1ccnc(CC2CC(=O)N(c3ccccc3)C2)c1)N1CCCCC1 (stereo not drawn) returned KDM5B inh 10%.
For CNCc1ccc(OCc2ccccc2Cl)c(OC)c1 the results were KDM5B inh 19%.
COCC(=O)N1CCC(O)(c2csc(CN3CCc4ccccc4C3)n2)CC1 was read as KDM5B inh 21%[86.2 µM].
`Cc1ccc(Cl)cc1Nc1sc(C(=O)c2ccccc2)c(N)c1S(=O)(=O)c1ccccc1` gave KDM5B inh 9%.
For CCCOc1ccc(Br)cc1C1C(C(=O)OC)=C(C)Nc2nnnn21 (stereo not drawn) the results were KDM5B inh 23%.
COc1ccc(C(=O)Nc2ccc3nc(N4CCCCC4)cc(C)c3c2)cc1OC was read as KDM5B inh inconclusive.
For CCSc1nnc(NC(=O)c2cc(=O)c3cc(C)c(C)cc3o2)s1 the results were KDM5B inh -4%.
CCN(Cc1ccccc1)C(=O)CCc1c(C)nc2c(c(C)nn2-c2ccc(C)c(C)c2)c1C was read as KDM5B inh inconclusive.
For CC(=O)c1ccc(NC(=O)c2ccc(NC(=O)CCS(=O)(=O)c3cccs3)cc2)cc1 the results were KDM5B inh inconclusive.
For O=C(CS(=O)(=O)c1ccc(C(F)(F)F)cn1)NNC(=O)c1ccccc1 the results were KDM5B inh 1%.
Screening O=C(O)c1ccc2c(c1)c(C(C(=O)O)N1CCN(c3ncccn3)CC1)cn2Cc1ccccc1 (stereo not drawn) returned KDM5B inh -17%.
`Cc1ccccc1NC(=O)c1cnn2c1NC(C(=O)O)=CC2/C=C/c1ccccc1` (stereo not drawn) gave KDM5B inh -34%.
`COc1cc(C(=O)Nc2cccc(OCc3cc(=O)n4c(C)csc4n3)c2)cc(OC)c1OC` gave KDM5B inh -31%.
For COc1ccc(NC(=O)Cn2c(SCc3ccc(F)cc3)nc3cccnc32)c(OC)c1 the results were KDM5B inh 229%[activator].
O=C(NCc1noc2ccccc12)N1CCN(c2ccccc2)CC1 was read as KDM5B inh 19%.
`CC(=O)c1ccc(NC(=O)Cn2c(=O)c3c(ncn3C3CCCC3)n(Cc3ccccc3)c2=O)cc1` gave KDM5B inh -10%.
For COCCNC(=O)[C@H]1C[C@H](Oc2ccccc2)CN1C(=O)c1cccs1 the results were KDM5B inh 10%.
c1cncc(-c2[nH]ncc2CNCc2cccs2)c1 was read as KDM5B inh 11%.
`COc1ccc(OC)c(NC(=O)Cn2c(=O)c(-c3noc(C)n3)c3n(c2=O)CCCC3)c1` gave KDM5B inh -9%.
`COc1cccc(NC(=O)CN2C(=O)NC3(CCC(C)CC3)C2=O)c1` (stereo not drawn) gave KDM5B inh 31%.
`Cc1ccc(S(N)(=O)=O)cc1C(=O)N1CCCn2nc(C(C)O)cc2C1` (stereo not drawn) gave KDM5B inh 2%.
`Cc1cccc(CNC(=O)c2ccc3oc(=O)n(Cc4ccccc4)c3c2)c1` gave KDM5B inh 10%.
CCC(NC(=O)C1CCCO1)c1ccc(C)cc1 (stereo not drawn) was read as KDM5B inh 19%.

3 structures out of the list, ordered by heavy-atom count, ascending:
`Cc1ccccc1NC(=O)c1cnn2c1NC(C(=O)O)=CC2/C=C/c1ccccc1` (stereo not drawn) gave KDM5B inh -34%.
For COc1ccc(NC(=O)Cn2c(SCc3ccc(F)cc3)nc3cccnc32)c(OC)c1 the results were KDM5B inh 229%[activator].
`CC(=O)c1ccc(NC(=O)Cn2c(=O)c3c(ncn3C3CCCC3)n(Cc3ccccc3)c2=O)cc1` gave KDM5B inh -10%.

The results go on:
CCCCCCCNC(=O)CC#N was read as KDM5B inh -2%.
Screening Cc1nn2c(c1-c1ccnn1C(C)C)N(Cc1cccc(C#N)c1)CCC2 returned KDM5B inh inconclusive.
`COc1cccc(-c2nc3cnccn3c2NCCC(=O)Nc2ccc(F)cc2C)c1` gave KDM5B inh 28µM*.
Screening NC(=O)c1ccccc1NC(=O)Cn1nc(Cc2cccnc2)c2ccccc2c1=O returned KDM5B inh -18%.
Screening CCN1CCN(c2nnc(-n3cccc3C(=O)Nc3cccc(OC)c3)s2)CC1 returned KDM5B inh inconclusive.
For CCN(CC)c1ccc(NC(=O)c2cc(C)nc3c2c(C)nn3-c2cccc(F)c2)c(C)c1 the results were KDM5B inh -8%.
Screening Cc1cc(=S)nc[nH]1 returned KDM5B inh inconclusive.
`CC(C)CCNC(=O)c1nccnc1N` gave KDM5B inh inconclusive.
For COc1ccc(-c2nc3cc(C(C)C)ccc3o2)cc1NC(=O)c1ccc(C)c(Cl)c1 the results were KDM5B inh inconclusive.
CCC(=O)NCC(c1ccco1)N1CCN(c2ccc(OC)cc2)CC1 (stereo not drawn) was read as KDM5B inh 6%.
`Cc1ccc(NC(=O)c2sc3nc(-c4cc5ccccc5oc4=O)[nH]c(=O)c3c2C)c(C)c1` gave KDM5B inh 8%.
For COc1ccccc1NC(=O)c1c(C)cc(C)nc1SCC(=O)Nc1ccc(C)c(C)c1 the results were KDM5B inh -18%.
CCCN1C(=O)C(Cc2nc3ccccc3c(=O)n2C)c2cc(Br)ccc21 (stereo not drawn) was read as KDM5B inh 9%.
For CNC(=O)[C@H]1CN(Cc2ccccc2)C[C@H]1C(=O)O the results were KDM5B inh -6%.
For COc1ccc(C(=O)Nc2cc(=O)[nH]c3ncnn23)cc1 the results were KDM5B inh -15%.
For Cc1noc(-c2cccs2)c1C(=O)NC(C)c1cccc2ccccc12 (stereo not drawn) the results were KDM5B inh 32µM*.
For C=C(C)CNC(=S)N/N=C/C(C)c1ccccc1 (stereo not drawn) the results were KDM5B inh -6%.
For COc1ccc(CCNCc2c(C(=O)O)c(C)n(Cc3cccc(C)c3)c2C)cc1OC the results were KDM5B inh -13%.
For O=C(COC(=O)CSc1ccc2ccccc2c1Br)NCc1ccco1 the results were KDM5B inh -23%.
`CCN1C(=O)C(Cc2nc3ccccc3c(=O)n2-c2ccc(OC)cc2)c2ccccc21` (stereo not drawn) gave KDM5B inh -1%.
For COc1ccc2oc(=O)c(S(=O)(=O)c3cccc(Cl)c3)cc2c1 the results were KDM5B inh -1%.
Screening CC(=O)N1CCN(C(=O)c2cnc3c(c2)N(C(=O)Cc2ccc(C(C)C)cc2)CCC3)CC1 returned KDM5B inh -8%.
`O=C(Nc1cccc(Br)c1)c1cc(-c2ccc3c(c2)OCCO3)on1` gave KDM5B inh inconclusive.
For CC(=O)N(C1CCOCC1)C1CCN(S(=O)(=O)c2ccc3c(c2)OCCO3)CC1 the results were KDM5B inh -2%.

Overlap with the part before: 6 compounds; new compounds follow.
For O=C(COC(=O)CSc1ccc2ccccc2c1Br)NCc1ccco1 the results were KDM5B inh -23%.
`CCN1C(=O)C(Cc2nc3ccccc3c(=O)n2-c2ccc(OC)cc2)c2ccccc21` (stereo not drawn) gave KDM5B inh -1%.
For COc1ccc2oc(=O)c(S(=O)(=O)c3cccc(Cl)c3)cc2c1 the results were KDM5B inh -1%.
Screening CC(=O)N1CCN(C(=O)c2cnc3c(c2)N(C(=O)Cc2ccc(C(C)C)cc2)CCC3)CC1 returned KDM5B inh -8%.
`O=C(Nc1cccc(Br)c1)c1cc(-c2ccc3c(c2)OCCO3)on1` gave KDM5B inh inconclusive.
For CC(=O)N(C1CCOCC1)C1CCN(S(=O)(=O)c2ccc3c(c2)OCCO3)CC1 the results were KDM5B inh -2%.
For O=C(Cn1ccn2nc3c(c2c1=O)CCCCC3)Nc1cc(F)ccc1F the results were KDM5B inh 28µM*.
Screening O=C(c1cc(=O)[nH]c2ccccc12)N1CCC(CCc2ccc(O)cc2)CC1 returned KDM5B inh inconclusive.
For O=C(Nc1ccc2oc(-c3ccncc3)nc2c1)c1ccccc1Cl the results were KDM5B inh inconclusive.
Screening CCOc1ccc(NC(=O)CCn2c(-c3ccc(F)cc3)cc(C(C)=O)c2C)cc1 returned KDM5B inh inconclusive.
Screening COc1ccc(Br)cc1C(=O)Nc1ccc(-c2nc3cc(Cl)ccc3o2)cc1 returned KDM5B inh -21%.
For COc1cc(Cl)c(C)cc1NC(=O)c1cc2ccc3cccnc3c2[nH]1 the results were KDM5B inh inconclusive.
For CC(C)NC(=O)c1cc(C(C)(C)C)c2cccn2n1 the results were KDM5B inh 12%[149 µM].
Screening COc1ccc(CCC(=O)N/N=C/c2ccc3c(c2)OCO3)cc1 returned KDM5B inh 13%.
